# Compound activity (PubChem)
# NCI-60 one-dose screen, 48 h, at 10 µM unless noted. Numbers give growth in % (100 = growth as untreated, 0 = no growth, -100 = all killed).
# NCI-H522 – NCI-H522 lung cancer; 8% of 78,000 active
# NCI-H322M – NCI-H322M lung cancer | 2.7% of 80,000 active
# COLO 205 – COLO 205 colon cancer. 7.3% of 79,000 active. AID 1794742
# NCI-H23 – NCI-H23 lung cancer | 4% of 80,000 active | AID 1794731
# KM12 – KM12 colon cancer cells; 5% of 82,000 active
# NCI/ADR-RES – NCI/ADR-RES ovarian cells | 4.4% of 81,000 active
# NCI-H226 – NCI-H226 lung cancer. AID 1794732. 3.5% of 79,000 active
# IGROV1 – IGROV1 ovarian cancer; 4.7% of 79,000 active
# NCI-H460 – NCI-H460 lung cancer | AID 1794736 | 6.8% of 82,000 active
# Active calls of the source: *; x = not tested or not shown; & = joins results of further samples. How the source made its calls: active means growth percent below 10; inactive means the rest.
canonical_smiles | NCI-H226 | NCI-H23 | NCI/ADR-RES | KM12 | NCI-H522 | IGROV1 | NCI-H322M | COLO 205 | NCI-H460
CC(=O)Nc1ccc(S(=O)(=O)OCCCl)cc1 | 95 | 103 | 105 | 104 | 95 | 96 | 115 | 122 | 113
CN(C)C(=O)NO | 101 | 99 | 99 | 102 | 100 | 103 | 96 | 108 | 104
COc1ccc2c(c1)c(-c1nc(-c3cn(C)c4c(Cl)nccc34)cs1)cn2C | 99 | 95 | 99 | 79 | 67 | 123 | 100 | 99 | 94
O=C(N/N=C(/C(=N/NC(=O)c1ccccc1)c1ccccc1)c1ccccc1)c1ccccc1 | 97 | 83 | 80 | 109 | 63 | 80 | 111 | 164 | 135
NCC(=O)NCC(=O)NCC(=O)NCC(=O)NCC(=O)NCC(=O)O | 96 | 98 | 100 | 103 | 104 | 110 | 105 | 114 | 110
CNc1ccc(Br)cc1-c1n[nH]c(=O)[nH]c1=O | x | 91 | 105 | 111 | x | 106 | 115 | 131 | 101
COc1cc(CNC(=O)Cc2ccccc2)ccc1OCc1cn(-c2cccc(C(F)(F)F)c2)nn1 | x | 100 | 89 | 99 | 73 | 96 | 92 | x | 95
CCN(CC)CCC(CN=C(N)N)c1ccc(Cl)cc1 (stereo not drawn) | 99 | 81 | 100 | 104 | 83 | 98 | 109 | 105 | 98
N/C(=N\S(=O)(=O)c1cccc(C(F)(F)F)c1)Nc1nc2ccccc2s1 | 83 | 91 | 99 | 109 | 84 | 87 | 106 | 100 | 107
CCO[Si](OCC)(c1ccccc1)c1ccccc1 | 99 | 100 | 100 | 107 | 95 | 102 | 105 | 104 | 103
O=C(c1ccc(Br)cc1)C1C(c2ccccc2)C2CCCN2C12C(=O)Nc1ccccc12 (stereo not drawn) | 75 | 80 | 62 | 61 | 60 | 49 | 95 | 77 | 61
O=C(NC1CCOCC1)c1ccc(-c2nc(CSc3nc4ccccc4s3)no2)cc1 | 82 | 102 | 94 | 88 | 67 | 105 | 94 | 97 | 104
COc1ccc(C(=O)C2=Cc3c(C)c4ccccc4n3Cc3cnnn32)cc1 | 84 | 90 | 98 | 107 | 93 | 81 | 84 | 97 | 95
c1ccc(COc2ccc(Nc3ncnc4c3sc3ncccc34)cc2)cc1 | 97 | 97 | 90 | 105 | 90 | 100 | 102 | 108 | 101
CCn1cc(C2=C(c3cn(CC)c4ccc(Br)cc34)C(=O)N(O)C2=O)c2cc(Br)ccc21 | 93 | 105 | 109 | 97 | 87 | 105 | 103 | 109 | 103
O=c1[nH]c(N2CCCCC2)nc2scc(-c3ccccc3)c12 | 93 | 94 | 94 | 100 | x | 104 | 95 | 102 | 102
CCN(CC)CCCCNc1ccnc(N)n1 | 104 | 101 | 104 | 99 | 100 | 108 | 101 | 102 | 106
CC1=Nc2cnc(Nc3ccc(OCCN4CCOCC4)cc3)nc2Nc2ccccc21 | 81 | 92 | 90 | 24 | 58 | 51 | 60 | 81 | 76
CS(=O)(=O)ON1C(=O)c2ccccc2C1=O | 97 | 106 | 106 | 103 | 97 | 112 | 102 | 105 | 101
COc1ccc(O)cc1 | 105 | x | 107 | 109 | 97 | 107 | 106 | 115 | 108

# Continuation.
canonical_smiles | NCI-H226 | NCI-H23 | NCI/ADR-RES | KM12 | NCI-H522 | IGROV1 | NCI-H322M | COLO 205 | NCI-H460
CCOC(=O)[C@]12CCC(C)(C)C[C@H]1C1=CC[C@@H]3[C@@]4(C)C/C(=C/c5cccnc5)C(=O)C(C)(C)[C@@H]4CC[C@@]3(C)[C@]1(C)CC2 | 74 | 74 | 88 | 75 | 73 | 89 | 104 | 77 | 63
CCCOC(=O)N1CCCCC1C (stereo not drawn) | 102 | 112 | 118 | 108 | 100 | 113 | 110 | 100 | 109
Cn1c(SCC(=O)NNc2ncnc3ccccc23)nc(-c2ccccc2)c(C#N)c1=O | 91 | x | 105 | 99 | 100 | 101 | 112 | 105 | 112
O=C(O)c1ccccc1C(=O)c1cccc2c(Br)cccc12 | 115 | 98 | 98 | 109 | 106 | 105 | 111 | 126 | 111
CC(=O)c1ccc(-c2ccccc2-c2ccccc2)cc1 | 88 | 89 | 87 | 87 | 92 | 97 | 96 | 119 | 95
O=c1oc2cc(O)ccc2cc1-c1c[nH]c2ccccc12 | 72 | 89 | 77 | 82 | 48 | 95 | 99 | 99 | 103
C(=C\c1nn2c(-c3ccco3)nnc2s1)/c1ccccc1 | 101 | 102 | 100 | 101 | 93 | 107 | 98 | 105 | 102
COc1cccc(/C=C/c2c(C(C)=O)c(C)nc3ccccc23)c1 | 89 | 70 | 58 | 81 | 64 | 72 | 96 | 99 | 91
COC(=O)c1cc(O)c(=O)c2c(O)c(O)c(OC)cc2c1 | 97 | 93 | 97 | 99 | 79 | 88 | 88 | 102 | 100
Cc1nn(CO)c(C)c1Br | 99 | 102 | 105 | 111 | 89 | 109 | 97 | 109 | 111
C#CCOc1ccc(C(Nc2ccc(Cl)cc2)c2nnnn2C2CCCCC2)cc1 (stereo not drawn) | 88 | 92 | 77 | 96 | 81 | 84 | 94 | 98 | 83
N#Cc1ccc(Cl)cc1[N+](=O)[O-] | 105 | 99 | 103 | 101 | 83 | 100 | 102 | 53 | 105
COc1ccc(-c2ccc(NNC(=S)Nc3ccccc3)nn2)cc1OC | 106 | 104 | 107 | 105 | 98 | 102 | 100 | 115 | 101
Cn1cc(-c2nc(-c3c[nH]c4ncc(Br)cc34)cs2)c2cccnc21 | x | 77 | 70 | 61 | 80 | 59 | 60 | x | 62
NNC(=O)c1oc2nc(-c3cnccn3)cc(-c3cccs3)c2c1N | 102 | x | 112 | 105 | 102 | 104 | 101 | 114 | 109
CCOC(=O)C12CC=CC(CCC1)/C2=N\Nc1ccccc1 (stereo not drawn) | 89 | 94 | 84 | 85 | 80 | 46 | 112 | 129 | 103
O=C(Nc1cccc([N+](=O)[O-])c1)c1cccc([N+](=O)[O-])c1 | 103 | 105 | 112 | 102 | 92 | 103 | 101 | 103 | 106
O=C(Nc1ccccc1)c1cc([N+](=O)[O-])ccc1O | 102 | 90 | 105 | 100 | 95 | 102 | 113 | 109 | 107
Cc1cc2nc3c4ccccc4n(CCC(=O)NCCN4CCOCC4)c3nc2cc1C | 76 | 100 | 90 | 90 | 86 | 56 | 95 | 99 | 96
N#Cc1c(-c2cccs2)cc(-c2cnccn2)nc1SCC(=O)N/N=C/c1cccs1 | 69 | 57 | 53 | 48 | 73 | 75 | 73 | 54 | 21

# Only NCI-H322M and KM12, for some of the entries so far:
SMILES | NCI-H322M | KM12
COc1ccc(-c2ccc(NNC(=S)Nc3ccccc3)nn2)cc1OC | 100 | 105
Cn1cc(-c2nc(-c3c[nH]c4ncc(Br)cc34)cs2)c2cccnc21 | 60 | 61
NNC(=O)c1oc2nc(-c3cnccn3)cc(-c3cccs3)c2c1N | 101 | 105

# Next section
canonical_smiles | NCI-H226 | NCI-H23 | NCI/ADR-RES | KM12 | NCI-H522 | IGROV1 | NCI-H322M | COLO 205 | NCI-H460
CCOC(=O)COc1ccc2c(=O)cc(-c3ccccc3)oc2c1 | 112 | 102 | 107 | 114 | 85 | 99 | 93 | 109 | 120
CCOC(=O)C12CCCC1=NN=C2C1=NN=C2CCCC21C(=O)OCC (stereo not drawn) | 90 | 101 | 105 | 112 | 97 | 107 | 97 | 103 | 110
COc1cc(-c2nn3c(-c4ccsc4)nnc3s2)cc2c1OCCO2 | 107 | 101 | 90 | 98 | 74 | 105 | 95 | 105 | 95
Fc1ccc(-c2cn3ccnc3c(-c3ccc4c(c3)ncn4C3CCCCC3)n2)cc1 | 93 | 96 | 98 | 93 | 77 | 94 | 103 | 103 | 115
Cc1csc(/N=C(N)/N=C(\N)c2cccc(C(F)(F)F)c2)n1 | 96 | 98 | 97 | 92 | 96 | 88 | 95 | 111 | 102
CCOC(=O)c1c(C)oc2ncnc(N3CCN(C(=S)Nc4ccccc4)CC3)c12 | 87 | 91 | 90 | 96 | 81 | 95 | 92 | 104 | 103
CC1(C)CC(=O)C2=C(C1)O[C@H](C(=O)c1ccc(Br)cc1)[C@H]2c1cccc(Oc2ccccc2)c1 | 51 | 64 | 61 | 66 | 60 | 88 | 77 | 72 | 69
COc1ccc2c(c1)c(-c1noc(C(=O)c3cn(C)c4ncc(Br)cc34)n1)cn2C | 27 | 30 | 60 | 67 | 68 | 54 | 93 | 68 | 77
Cc1ccc(Nc2c(O)nc[nH]c2=O)cc1C | 98&98 | 95&104 | 99&119 | 101&113 | 97&88 | 119&126 | 116&109 | 108&102 | 117&114
Brc1ccc(C2=NN(c3ccccc3)C(c3cn(-c4ccccc4)nc3-c3ccc(OCc4ccccc4)cc3)C2)cc1 (stereo not drawn) | 94 | 100 | 102 | 99 | 89 | 95 | 98 | 91 | 110
O=Cc1ccc(O)cc1O | 91 | 95 | 108 | 53 | 70 | 70 | 101 | x | 105
[O-]/[N+](=C\c1ccccc1)CC1(O)CCCCC1 | 100 | 104 | x | 100 | 94 | 125 | 112 | 117 | 103
COc1ccc(N(Cc2cc(OC)c(OC)c(OC)c2)C2OC(=O)c3ccccc32)cc1 (stereo not drawn) | 67 | 37 | 10 | 28 | -17* | 36 | 52 | -3.5* | 10
CC(C)(c1ccc(O)cc1)c1ccc(O)c(C(=O)O)c1 | 111 | 105 | 104 | 116 | 94 | 111 | 100 | 108 | 117
COc1ccc(/C=N/N=C(/c2ccccc2)c2ccc3nc(-c4ccc(O)cc4)[nH]c3c2)cc1 | 89 | 96 | 95 | 74 | 84 | 91 | 90 | 59 | 96
Nc1ncnc2nc(/N=N/SCCC(=O)O)[nH]c12 | 99 | 101 | 101 | 101 | 98 | 116 | 99 | 107 | 104
Nc1ccc2cc(S(=O)(=O)O)cc(O)c2c1N=Nc1ccc(F)cc1 | 107 | 95 | 99 | 107 | 100 | 120 | 104 | 111 | 115
O=C(NC(=O)C1CC(=O)N(C(=O)Nc2ccc(Cl)c(Cl)c2)C1)Nc1ccc(Cl)c(Cl)c1 (stereo not drawn) | 104 | 106 | 101 | 101 | 74 | 100 | 105 | x | x
S=C(NCc1ccco1)Nc1ccccc1 | 106 | 105 | 104 | 103 | 97 | 110 | 105 | 127 | 102
Cc1cc(C)n(C(N)=NC(=O)c2ccccc2)n1 | 89 | 94 | x | 101 | 84 | 103 | 98 | 112 | 103

# Whole records from above. Screens in order: NCI-H226 | NCI-H23 | NCI/ADR-RES | KM12 | NCI-H522 | IGROV1 | NCI-H322M | COLO 205 | NCI-H460
# Cn1cc(-c2nc(-c3c[nH]c4ncc(Br)cc34)cs2)c2cccnc21 in the list: x | 77 | 70 | 61 | 80 | 59 | 60 | x | 62
# CCCOC(=O)N1CCCCC1C (stereo not drawn) in the list: 102 | 112 | 118 | 108 | 100 | 113 | 110 | 100 | 109
# NNC(=O)c1oc2nc(-c3cnccn3)cc(-c3cccs3)c2c1N in the list: 102 | x | 112 | 105 | 102 | 104 | 101 | 114 | 109

# The listing continues.
canonical_smiles | NCI-H226 | NCI-H23 | NCI/ADR-RES | KM12 | NCI-H522 | IGROV1 | NCI-H322M | COLO 205 | NCI-H460
O=S(=O)(NCCNc1nccc(-c2c(-c3cccc(O)c3)nc3occn23)n1)c1ccc(C(F)(F)F)cc1 | 106 | 102 | 105 | 94 | 95 | 74 | 108 | 44 | 95
CCCCC/C(C)=N/Nc1ccc([N+](=O)[O-])cc1[N+](=O)[O-] | 88 | 88 | 93 | 70 | 65 | 76 | 75 | 101 | 100
O=C(O)CCCCCCCCCCCCCCC(=O)O | 85 | 103 | 103 | 102 | 90 | 100 | 100 | 108 | 110
CCCCCNC(=O)c1ccc(Cl)cc1Cl | 105 | 99 | 109 | 109 | 100 | 107 | 108 | 111 | 100
CC(C)(C)c1cc(C(C)(C)C)cc(S(=O)(=O)Nc2cc3ccccc3cc2C(=O)NCCN)c1 | 74 | 86 | 82 | -33* | 48 | 62 | 64 | -86* | -20*
Oc1ccc(N=Nc2ccccc2)c2ccccc12 | 98 | 93 | 98 | 51 | x | 63 | 136 | 90 | 98
O=C(c1ccc(Cl)cc1Cl)N1CCOCC1 | 97 | 97 | 97 | 110 | 103 | 105 | 101 | 111 | 104
COc1ccccc1/C=C1N=C(/C=C/c2ccccc2)OC/1=O | 97 | 106 | 101 | 103 | x | 106 | 102 | 100 | 102
O=S(=O)(O)c1ccc2cccc3c2c1CC3 | 102 | 103 | 108 | 109 | 83 | 102 | 92 | 99 | 105
CC1=CC(=O)C(C(C)=Nc2ccccc2[N+](=O)[O-])C(=O)O1 (stereo not drawn) | x | 103 | 88 | 109 | x | 106 | 100 | 115 | 106
Cc1ncc(CO)c(C)c1O | 97 | 114 | 107 | 117 | 91 | x | 94 | 105 | 104
Fc1ccc(-c2cc(-c3ccco3)nc(OCCn3cncn3)n2)cc1 | 106 | 98 | 103 | 99 | 85 | 93 | 95 | 114 | 104
Clc1ccccc1Nc1nnc(-c2c[nH]c3ccccc23)o1 | 44 | 22 | -19* | 15 | -25* | 19 | 47 | -34* | 16

# As a working copy, seven of the compounds above.
canonical_smiles | NCI-H226 | NCI-H23 | NCI/ADR-RES | KM12 | NCI-H522 | IGROV1 | NCI-H322M | COLO 205 | NCI-H460
O=S(=O)(NCCNc1nccc(-c2c(-c3cccc(O)c3)nc3occn23)n1)c1ccc(C(F)(F)F)cc1 | 106 | 102 | 105 | 94 | 95 | 74 | 108 | 44 | 95
CCCCC/C(C)=N/Nc1ccc([N+](=O)[O-])cc1[N+](=O)[O-] | 88 | 88 | 93 | 70 | 65 | 76 | 75 | 101 | 100
O=C(O)CCCCCCCCCCCCCCC(=O)O | 85 | 103 | 103 | 102 | 90 | 100 | 100 | 108 | 110
CCCCCNC(=O)c1ccc(Cl)cc1Cl | 105 | 99 | 109 | 109 | 100 | 107 | 108 | 111 | 100
CC(C)(C)c1cc(C(C)(C)C)cc(S(=O)(=O)Nc2cc3ccccc3cc2C(=O)NCCN)c1 | 74 | 86 | 82 | -33* | 48 | 62 | 64 | -86* | -20*
Oc1ccc(N=Nc2ccccc2)c2ccccc12 | 98 | 93 | 98 | 51 | x | 63 | 136 | 90 | 98
O=C(c1ccc(Cl)cc1Cl)N1CCOCC1 | 97 | 97 | 97 | 110 | 103 | 105 | 101 | 111 | 104
